15-hLO-2 inh = blocks human 15-lipoxygenase 2 activity. O15296. purified 15hLO-2, xylenol orange hydroperoxide absorbance. Potency, µM (series often up to 57.1 µM), for the others: at the top dose activity change, negative = inhibition, actives largely listed as inhibitors. 0.56% of 110,000 active. AID 881; also: potency is read from the fitted curve at half-maximal effect; nearly all actives have a fitted effect of over 60% in size; many of its hits are not listed in these tables
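Read-out: hydroperoxide product oxidises ferrous iron, measured as xylenol orange complex via the 573-to-405 nm absorbance ratio after 30 min. Reaction: 50 nM enzyme, 15 min compound preincubation, 45 uM arachidonic acid, 90 min RT, Hepes pH 7.5 with Triton X-100.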
PNC assembly inh = inhibitors of perinucleolar compartment assembly | PC3M PTB-GFP, PNC prevalence imaging, 16 h; hits give low values | activity change (PNC), negative = inhibition, % at 10 µM | 3.1% of 140,000 active;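 active = readout at or below -70, meaning at least 70% loss of cells showing the perinucleolar compartment, a nuclear body marking cancer cells; inconclusive = readout between -30 and a set limit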;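 also: plate controls were DMSO wells for no effect and camptothecin positive control wells for full effect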
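PC3M cells stably expressing PTB-GFP, 750–1000 cells/well, treated 16 h at 37 °C with compound (23 nl of library stock), in duplicate. After paraformaldehyde fixation and Hoechst stain, imaged at 20x; PNC prevalence scored by image analysis.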
IMPase inh = cell-permeable inhibitors of inositol monophosphatase (IMPase). P97697. CHO-M1 cells, IP1 accumulation, HTRF TR-FRET ratio. inhibition (IP1 accumulation), % at 46.1 µM. 120,000 tested, under 10 active. AID 901; active = well fitted curve in the direction sought with a large enough effect in the signal ratio, not every such curve was filed as active; inconclusive = small, poorly fitted or top-dose-only effect, or a change in a side signal; inactive = no such curve, though single readings can be large or run the other way; the % refers to the signal ratio;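 also: cells stimulated with carbachol in lithium chloride buffer; plate controls were DMSO basal wells for no effect and reference inhibitor wells for full effect; higher means more IMPase inhibition seen as more IP1 and lower FRET ratio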
Target sequence (P97697 whole entry, looked up): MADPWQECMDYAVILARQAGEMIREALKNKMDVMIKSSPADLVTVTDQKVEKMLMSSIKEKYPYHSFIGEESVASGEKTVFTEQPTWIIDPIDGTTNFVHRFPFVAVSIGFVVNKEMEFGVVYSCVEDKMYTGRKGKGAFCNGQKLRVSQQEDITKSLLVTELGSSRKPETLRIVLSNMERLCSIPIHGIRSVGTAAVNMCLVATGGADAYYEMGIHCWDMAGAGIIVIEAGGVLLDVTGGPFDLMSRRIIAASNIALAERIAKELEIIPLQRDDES
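The IP-One HTRF competitive assay in carbachol-stimulated CHO-M1 cells quantifies cellular IP1. Compounds spanned up to 46 uM final, and activity is expressed as AC50 from concentration-response fits of the ratio and donor data.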
ALOX12 inhib = 12-hLO (ALOX12) enzyme inhibition; purified 12-hLO, xylenol orange hydroperoxide absorbance; AID 1452; P18054; Potency, µM (series often up to 57.1 µM), for inactives: top-dose activity change, negative = inhibition, hits mostly inhibitors; 0.12% of 150,000 active; also: potency is read from the fitted curve at half-maximal effect; nearly all actives have a fitted effect of over 55% in size; many of its hits are not listed in these tables
Target sequence (P18054 whole entry, looked up): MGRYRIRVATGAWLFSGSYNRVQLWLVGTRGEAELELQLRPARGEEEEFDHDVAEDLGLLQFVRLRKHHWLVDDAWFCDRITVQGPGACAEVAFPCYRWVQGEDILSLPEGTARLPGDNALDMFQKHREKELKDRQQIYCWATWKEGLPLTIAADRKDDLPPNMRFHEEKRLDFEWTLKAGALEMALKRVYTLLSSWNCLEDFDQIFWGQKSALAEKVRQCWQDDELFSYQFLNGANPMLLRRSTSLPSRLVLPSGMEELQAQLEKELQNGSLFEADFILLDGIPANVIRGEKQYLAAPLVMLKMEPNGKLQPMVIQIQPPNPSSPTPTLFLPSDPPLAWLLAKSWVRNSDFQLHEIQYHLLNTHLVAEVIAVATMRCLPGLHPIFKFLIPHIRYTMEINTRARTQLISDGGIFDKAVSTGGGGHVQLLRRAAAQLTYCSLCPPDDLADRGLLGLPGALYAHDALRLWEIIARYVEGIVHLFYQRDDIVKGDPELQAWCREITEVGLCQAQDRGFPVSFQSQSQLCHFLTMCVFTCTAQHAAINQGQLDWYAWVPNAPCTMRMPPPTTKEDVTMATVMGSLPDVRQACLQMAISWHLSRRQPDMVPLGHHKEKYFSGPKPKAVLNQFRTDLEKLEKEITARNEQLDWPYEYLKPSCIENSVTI
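Lipoxygenase turnover measured by absorbance at 573 and 405 nm after Fe-XO development. Human 12hLO 150 nM, arachidonate 40 uM, pH 7.0 Hepes buffer with detergent; 15 min compound preincubation, 30 min reaction.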
An asterisk follows results filed as active; ? = inconclusive; . = not tested or not shown; & = joins results of further samples; [ ] = dose if it differs, or a comment. Unless noted, calls follow the shape of the dose curve; as a rule, active = well fitted curve in the direction sought with a large enough effect; inconclusive = small, poorly fitted or top-dose-only effect, or another doubt; inactive = no such curve, though single readings can be large; an effect the other way counts as inactive or inconclusive. Unless noted, % is scaled to controls: 0 for no effect and ±100 for the full control effect. An excerpt, so the mix of outcomes need not match the whole.

# | SMILES | 15-hLO-2 inh | PNC assembly inh
1 | O=C1c2cccc3c([N+](=O)[O-])ccc(c23)C(=O)N1c1nccs1 | -2% | -11
2 | CCOC(=O)CNc1c(-c2ccc(F)cc2)nc2cnccn12 | -11% | 36
3 | Cc1ccc(-c2nnc3n2N=C(c2ccccc2Br)CS3)cc1 | -7% | -9
4 | Cc1cccc(OCc2nc(-c3cccnc3)no2)c1 | . | 18
5 | COc1ccc(-c2cc(C(F)(F)F)nc(SCCC(=O)N3CCCC3)n2)cc1 | . | -21
6 | Cc1cc(C)n2nc(C(=O)NCCc3ccccc3)nc2n1 | 3% | -21
7 | CC(CCc1ccccc1)NC(=O)c1cncc(Br)c1 (configuration not stated) | -4% | -2
8 | CCn1c(SCC(=O)Nc2nc(C)cs2)nnc1-c1cccnc1 | 1% | 31
9 | CCOC(=O)NC(Nc1nnc(C)s1)(C(=O)OCC)C(F)(F)F (configuration not stated) | 0% | 1
10 | COCCNC(=O)c1cn(Cc2c(F)cccc2Cl)nn1 | 3% | 18
11 | COc1cc(C(=O)NCCC2=CCCCC2)cc(OC)c1OC | -6% | -13
12 | CCNC(=S)NS(=O)(=O)c1ccc(CC)cc1 | -13% | -3
13 | O=C(CSc1nc(-c2ccccc2)c(-c2ccccc2)[nH]1)NCCN1C(=O)CSC1=O | -12% | 2
14 | CCc1nc2ccccc2n1CCC(C)C | 9% | 34
15 | Cc1ccccc1Cn1c(CN2CCN(C(=O)c3ccco3)CC2)nc2c1c(=O)n(C)c(=O)n2C | -3% | -24

# | IMPase inh | ALOX12 inhib
1 | 36[activator] | -3%
2 | ? | -5%
3 | 4 | -16%
4 | . | -3%
5 | -23[0.369 µM] | 5%
6 | -1 | -4%
7 | -5 | 10%
8 | -4 | -1%
9 | 0 | 3%
10 | 0 | 7%
11 | ? | -1%
12 | 0 | -9%
13 | 0 | -6%
14 | 4 | 0%
15 | 3 | -4%

By substructure: the entries above containing an aryl thioether with sulfur outside any ring
# | SMILES | 15-hLO-2 inh | PNC assembly inh
5 | COc1ccc(-c2cc(C(F)(F)F)nc(SCCC(=O)N3CCCC3)n2)cc1 | . | -21
8 | CCn1c(SCC(=O)Nc2nc(C)cs2)nnc1-c1cccnc1 | 1% | 31
13 | O=C(CSc1nc(-c2ccccc2)c(-c2ccccc2)[nH]1)NCCN1C(=O)CSC1=O | -12% | 2

# | IMPase inh | ALOX12 inhib
5 | -23[0.369 µM] | 5%
8 | -4 | -1%
13 | 0 | -6%

The list goes on.
# | SMILES | 15-hLO-2 inh | PNC assembly inh
16 | C=CCc1cc(C)ccc1OCC(O)CN1CCN(c2ccccc2)CC1 (configuration not stated) | 30%[activator] | 7
17 | CCCSc1nsc(SCCC)c1C(N)=O | -9% | -25
18 | CCOC(=O)N1CCN(C(=O)CNC(=O)Cc2ccc(Cl)cc2)CC1 | 1%[2.29 µM] | -8
19 | CCc1ccc(/C=N/NC(=O)c2cc(-c3ccccc3OC)nc3ccccc23)s1 | 0% | 4
20 | Cn1cnnc1-c1cccc(NS(=O)(=O)c2ccc(N3CCCC3=O)cc2)c1 | . | 1
21 | N#CCCSc1ccccc1NC(=O)c1ccc(S(=O)(=O)N2CCCC2)cc1 | -30% | ?
22 | O=C(CN(Cc1ccccc1)S(=O)(=O)c1ccc2c(c1)OCCO2)N/N=C/c1cccc(Br)c1 | . | 49
23 | COc1ccc(C2(C(=O)N3CCOCC3)CCOCC2)cc1OC | -4% | -12
24 | CC(C)c1nnc(NC(=O)c2ccc(N3C(=O)CCC3=O)cc2)s1 | . | -24
25 | CCCN1CCN(c2nc(-c3cccs3)nc3ccccc23)CC1 | . | 26
26 | CCOC(=O)c1cccc(NC(=O)C2CCCN(S(=O)(=O)c3c(C)n[nH]c3C)C2)c1 (configuration not stated) | -2% | 1
27 | CC1Cc2ccccc2N1C(=O)CSc1nnc(-c2ccccc2)c(-c2ccccc2)n1 (configuration not stated) | -15% | 73
28 | O=C(CSc1ncn[nH]1)Nc1nsc(-c2ccccc2)n1 | . | -15
29 | Cc1ccc(NC(=O)CSc2nnc(C)n2-c2ccccc2)cc1 | . | -24
30 | COc1cccc(C2CC(c3ccccc3Cl)n3nnnc3N2)c1 (configuration not stated) | 0% | ?

# | IMPase inh | ALOX12 inhib
16 | 4 | ?
17 | -8 | -1%
18 | 5 | 1%
19 | 2 | -20%
20 | 1 | -15%
21 | 3 | -3%
22 | . | 0%
23 | -10 | -3%
24 | -5 | -1%
25 | . | -2%
26 | 2 | 2%
27 | 4 | 0%
28 | . | 1%
29 | 0 | 0%
30 | 11 | -8%

Profiles, quoted from the list:
Results for CCc1ccc(/C=N/NC(=O)c2cc(-c3ccccc3OC)nc3ccccc23)s1 = 15-hLO-2 inh: 0%; PNC assembly inh: 4; IMPase inh: 2; ALOX12 inhib: -20%
Results for O=C(CN(Cc1ccccc1)S(=O)(=O)c1ccc2c(c1)OCCO2)N/N=C/c1cccc(Br)c1 = 15-hLO-2 inh: .; PNC assembly inh: 49; IMPase inh: .; ALOX12 inhib: 0%

The listing continues:
# | SMILES | 15-hLO-2 inh | PNC assembly inh
31 | Cc1ccc(C(=O)COc2nc(C)cc(C)c2C#N)cc1 | -2% | -3
32 | Cn1c(NC(=O)c2cccnc2)nc2ccccc21 | 15% | -2
33 | O=[N+]([O-])c1cc(S(=O)(=O)Nc2cccc(C(F)(F)F)c2)ccc1-n1nnc2ccccc21 | -26% | 3
34 | COC(=O)NCc1ccc(S(=O)(=O)N2CCOCC2)cc1 | -2% | ?
35 | CCOCCOC(=O)CCSc1n[nH]c(=O)[nH]c1=O | 1% | 7
36 | COC(=O)Nc1ccc(S(=O)(=O)Nc2ccc(O)cc2)cc1 | . | 9
37 | COC(=O)COc1ccc(S(=O)(=O)NC2CCCCCC2)cc1 | 18% | 26
38 | CCCCN(C)CCC(=O)Nc1ccc(Cl)cc1 | . | 3
39 | COc1ccc(OC)c2sc(NC(=O)C3CC3)nc12 | 2% | -2
40 | CN(CCOc1ccc(C[C@H](Nc2ccccc2C(=O)c2ccccc2)C(=O)O)cc1)c1ccccn1 | -28% | .
41 | CC1=C(/C=C/C(C)=C/C=C/C(C)=C\C=O)C(C)(C)CCC1 | -24% | .
42 | CNC(=O)CN1C(=O)C2C3C=CC(C3)C2C1=O (configuration not stated) | 1% | ?
43 | CCOP(=O)(c1ccccc1)C1(C#N)CCCC1 (configuration not stated) | -3% | ?
44 | O=Cc1c(Cl)cccc1Cl | 3% | .
45 | CCN(CC)S(=O)(=O)c1cc([N+](=O)[O-])ccc1N=Nc1c(O)n(C)c2ccccc12 | . | ?

# | IMPase inh | ALOX12 inhib
31 | 3 | -7%
32 | 4 | -2%
33 | 3 | -11%
34 | 1 | 0%
35 | 11 | -3%
36 | . | 3%
37 | 3 | -4%
38 | . | -1%
39 | 6 | 3%
40 | 6 | -4%
41 | . | -2%
42 | -1 | 1%
43 | -2 | -2%
44 | . | 3%
45 | . | 0%

Next part:
# | SMILES | 15-hLO-2 inh | PNC assembly inh
46 | CCOC(=O)C1C2C=CC3(CN(Cc4cccs4)C(=O)C13)O2 (configuration not stated) | 0% | ?
47 | CC1(C)Oc2ccc3ccc(=O)oc3c2C(/C=N/O)C1=O (configuration not stated) | . | -12
48 | COc1ccc([C@@H]2Sc3ccccc3N(CCN(C)C)C(=O)[C@@H]2OC(C)=O)cc1 | 35%[activator] | 1
49 | O=C1OC(Oc2ccccc2)(c2ccccc2)c2ccccc21 (configuration not stated) | 9% | 63
50 | CSCC[C@H](NC(=O)Nc1cccc(C(F)(F)F)c1)C(=O)O | 3% | 30
51 | CC(=O)n1cc(/C=C2/N=C(c3ccccc3)OC2=O)c2ccccc21 | . | ?
52 | COc1ccc(C(=O)Nc2cc(C(C)=O)c(/C=C/N(C)C)oc2=O)cc1 | -2% | 42
53 | CCOC(=O)C1C(=O)C(C(=O)OCC)C(c2cccnc2)NC1c1cccnc1 (configuration not stated) | 0% | -20
54 | COc1ccc(C(=O)NCc2ccccc2OC)cc1 | . | 184
55 | O=C(NCc1cccc(C(F)(F)F)c1)c1cc(Cl)cc(Cl)c1 | -7% | 36
56 | COC(=O)CN1C(=S)N(c2ccc(Cl)cc2)C(=O)C1CC(=O)Nc1ccc(Cl)cc1 (configuration not stated) | -8% | 41
57 | COc1ccc(-n2nnc3c(=O)n(CC(=O)OCc4ccccc4)cnc32)cc1 | -5% | ?
58 | Cc1ccc(-c2cc(C(=O)NC3=NCCS3)c3cc(Br)ccc3n2)o1 | ? | -17
59 | Cc1cc(Cl)ccc1Oc1cccc(C(=O)/C(C#N)=C/N(C)C)c1 | 24% | ?
60 | CC(=O)N(Cc1cc2ccc(C)c(C)c2n2nnnc12)C1CCCC1 | -7% | 27

# | IMPase inh | ALOX12 inhib
46 | ? | 6%
47 | . | 0%
48 | 2 | 2%&0%
49 | 10 | -8%
50 | 1 | -3%
51 | . | 1%
52 | 23 | -5%
53 | -4 | -4%
54 | -5 | -1%
55 | 5 | -1%
56 | 1 | -6%
57 | -1 | -3%
58 | -14 | 5%
59 | -5 | 10%
60 | 1 | -5%

Later entries
# | SMILES | 15-hLO-2 inh | PNC assembly inh
61 | O=C(COc1ccccc1)NCC(=O)Nc1cccc2ccccc12 | . | -15
62 | O=C(C1COc2ccccc2O1)N1CCN(Cc2ccc3c(c2)OCO3)CC1 (configuration not stated) | 3% | -18
63 | CCOc1ccc(-n2c(C)cc(C(=O)NS(=O)(=O)c3ccc(C)cc3)c2C)cc1 | . | 39
64 | O=C(COC(=O)Cc1ccsc1)Nc1ccc(Cl)c(S(=O)(=O)N2CCOCC2)c1 | . | -87*
65 | O=C(O)C1CC(=O)N(c2ccc(F)cc2)C1 (configuration not stated) | 1% | -21
66 | COc1ccc2nc(NC(=O)C3CCCN3S(=O)(=O)c3ccc(C)cc3)sc2c1 (configuration not stated) | 18% | ?
67 | CC(=O)N1CCN(S(=O)(=O)c2cccc(C(=O)NC3CCCc4ccccc43)c2)CC1 (configuration not stated) | 14% | 18
68 | N#Cc1c(N)nc2c(c1-c1cccnc1)CCCCC2 | 2% | -3
69 | Cc1ccc(Cl)cc1N1CCN(S(=O)(=O)c2ccc3c(c2)oc(=O)n3C)CC1 | 3% | -16
70 | COc1ccc(-n2cc(-c3ccccc3)c3c(=O)[nH]cnc32)cc1 | . | -4
71 | Cn1c(N)c(C(=O)COC(=O)c2cc(C(F)(F)F)nc3ccccc23)c(=O)n(C)c1=O | 4% | 33
72 | N#CC1=C2N=C(N)c3ccccc3N2C2=C(C(=O)CCC2)C1c1ccc(Cl)cc1 (configuration not stated) | . | 55
73 | Cc1noc(C)c1COc1cccc(C(=O)NCc2ccccc2Cl)c1 | 10% | ?
74 | CCOc1ccc(OCC(O)CNC2CCN(Cc3ccccc3)CC2)cc1 (configuration not stated) | . | 15
75 | CCOC(=O)CCCNC(=O)CCNC(=O)c1ccc(OCC)cc1 | -3% | 0

# | IMPase inh | ALOX12 inhib
61 | 9 | 2%
62 | 7 | -2%
63 | 9 | 0%
64 | . | -2%
65 | -14 | 1%
66 | 6 | -13%
67 | 0 | 0%
68 | -4 | 0%
69 | 7 | -1%
70 | . | -2%
71 | . | -1%&-2%
72 | . | ?
73 | 3 | -10%
74 | 1 | -1%
75 | -8 | -1%

Source: PubChem BioAssay
